D2 PAM: HTS Assay for Positive Allosteric Modulators of the Human D2 Dopamine Receptor: Primary Screen for Potentiators; HEK293 T-REx D2, calcium flux, EC20 dopamine potentiation; AID 485347, 2010; D(2) dopamine receptor (Homo sapiens), P14416; potentiation, % at 10 µM; 340,000 compounds, 0.34% hits;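 active means potentiation over 3 SD above the plate norm, cut at about 30% in these data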; further: 0% is about no effect
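Tetracycline-induced HEK293 T-REx cells force-coupled to calcium signalling expressed D2; compounds were pin-added after a 10 s baseline, read kinetically 180 s, then an EC20 dopamine challenge followed with a further 180 s calcium read.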
GRP78 ERSR act: qHTS for Inducers of the Endoplasmic Reticulum Stress Response (ERSR) in Human Glioma: qHTS | Potency, µM, for inactives: top-dose activation, actives largely listed as activators | U87-MG GRP78 promoter luciferase reporter, 16 h | 420,000 compounds, 0.02% hits | AID 602332, 2012; further: potency means the concentration at half of the fitted maximal effect; series mostly up to about 76 µM; % of control where 0% means no effect; nearly all actives have a fitted effect of over 35% in size
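ERSR induction read as luciferase luminescence (Bright-Glo, 10 min at room temperature) in stably transfected human U87-MG glioma cells exposed to compounds for 16 h, using GRP78 as sensor.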
Vif-APOBEC3F blk: qHTS for Inhibitors of Vif-A3F Interactions: qHTS | HeLa A3F-eYFP + Vif (tagged APOBEC3F with the HIV-1 protein that degrades it), YFP fluorescence increase | Potency, µM (series often up to 46.1 µM), for inactives: at the highest dose activity, negative = active | 390,000 compounds, 0.2% hits | AID 602313, 2012; further: potency means the concentration at half of the fitted maximal effect; % of control where 0% means no effect; nearly all actives have a fitted effect of over 65% in size
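HeLa cells stably expressing Vif plus C-terminally eYFP-tagged A3F were seeded, incubated overnight at 37 deg C, dosed with compound, incubated overnight again at 37 deg C. Yellow fluorescence (Ex 488/Em 500-530) reported blocked Vif-mediated A3F-eYFP degradation.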
RXFP1 agonist: qHTS Assay for Agonists of the Relaxin Receptor RXFP1. Relaxin receptor 1 (Homo sapiens), Q9HBX9. HEK293T-RXFP1 cAMP TR-FRET, 30 min; response scale: percent of porcine relaxin response, buffer zero. Potency, µM (highest dose often 57.5 µM), for inactives: top-dose activation, hits mostly activators. 370,000 compounds, 0.3% hits; further: potency means the concentration at half of the fitted maximal effect; on the % scale 0 is the no-effect control and ±100 the full control effect; nearly all actives have a fitted effect of over 60% in size; many of its hits are not listed in these tables
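HEK293T cells stably expressing RXFP1 were pretreated with the PDE4 inhibitor Ro 20174, exposed to compounds for 30 min at 37C, lysed, and cAMP was read by TR-FRET. Data normalized to buffer (basal) and 29 nM porcine relaxin (100%).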
Vif-APOBEC3G blk: qHTS for Inhibitors of Vif-A3G Interactions: qHTS | 410,000 compounds, 0.076% hits | HeLa A3G-eYFP + Vif (tagged APOBEC3G with the HIV-1 protein that degrades it), YFP fluorescence, overnight | Potency, µM (highest dose often 46.1 µM), for the others: at the top dose activity, negative = active, hits mostly inhibitors;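 further: potency means the concentration at half of the fitted maximal effect; on the % scale 0 is the no-effect control and ±100 the full control effect; nearly all actives have a fitted effect of over 60% in size; hits raise eYFP signal because A3G escapes Vif-driven loss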
Target sequence (Q9HC16 whole entry, looked up): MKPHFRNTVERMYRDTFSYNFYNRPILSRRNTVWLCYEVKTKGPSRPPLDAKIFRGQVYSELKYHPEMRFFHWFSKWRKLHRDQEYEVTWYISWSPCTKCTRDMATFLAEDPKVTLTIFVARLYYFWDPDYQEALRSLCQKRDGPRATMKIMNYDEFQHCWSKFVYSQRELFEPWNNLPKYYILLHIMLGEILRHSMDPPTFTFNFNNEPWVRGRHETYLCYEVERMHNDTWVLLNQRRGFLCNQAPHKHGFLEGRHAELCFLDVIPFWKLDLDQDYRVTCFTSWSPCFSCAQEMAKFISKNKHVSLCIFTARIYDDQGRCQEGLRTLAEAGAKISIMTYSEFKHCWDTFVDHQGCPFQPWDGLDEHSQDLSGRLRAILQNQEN
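HeLa cells stably expressing Vif and C-terminally eYFP-tagged A3G, seeded overnight at 37 deg C, then exposed to compound by pintool overnight at 37 deg C. Rise in yellow fluorescence (Ex 488/Em 500-530, Acumen) marks blocked Vif-driven A3G degradation.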
D1 potentiator: Potentiators of Human D1 Dopamine Receptor: qHTS | 360,000 compounds, 0.036% hits | potentiation, % at 10 µM | AID 504651, 2011 | HEK293 TREx D1 cells, calcium flux, dopamine EC20 potentiation; in the data active means potentiation above about 30%; further: 0% is about no effect
Target sequence (P21728 whole entry, looked up): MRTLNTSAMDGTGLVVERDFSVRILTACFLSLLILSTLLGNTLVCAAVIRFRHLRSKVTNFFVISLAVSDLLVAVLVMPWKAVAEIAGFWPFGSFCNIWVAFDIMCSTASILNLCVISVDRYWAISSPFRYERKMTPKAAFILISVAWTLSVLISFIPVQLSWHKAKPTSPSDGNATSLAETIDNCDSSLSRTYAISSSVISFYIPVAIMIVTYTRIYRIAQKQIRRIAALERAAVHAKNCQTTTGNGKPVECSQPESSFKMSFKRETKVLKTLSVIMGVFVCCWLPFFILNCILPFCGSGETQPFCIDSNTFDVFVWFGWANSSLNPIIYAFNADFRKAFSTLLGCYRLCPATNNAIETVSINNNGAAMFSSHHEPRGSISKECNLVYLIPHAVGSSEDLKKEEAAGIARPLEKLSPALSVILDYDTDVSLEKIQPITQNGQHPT
D1 antag: Antagonist of Human D 1 Dopamine Receptor: qHTS | D(1A) dopamine receptor (Homo sapiens), P21728 | HEK293 TREx D1 cells, calcium flux, dopamine EC80; active compounds read low | activity change, negative = inhibition, % at 10 µM | 360,000 compounds, 3.2% hits; in the data active means activity change below about -30%; further: on the % scale 0 is the no-effect control and ±100 the full control effect
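Kinetic fluorescence of a calcium dye serves as the read-out. D1-expressing Hek293 Trex cells, induced overnight at 30 C, are exposed to compound for 180 s before an EC80 dopamine addition, then read 180 s further.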
LDHA block: qHTS assay for inhibitors of human lactate dehydrogenase; 480,000 compounds, 0.15% hits; L-lactate dehydrogenase A chain (Homo sapiens), P00338; purified LDHA, NADH/diaphorase-resazurin fluorescence; active compounds read low; AID 1347041, 2019; activity change, % (values are at about 110 or 230 µM); in the data active means activity change below about -30%; inconclusive means mostly about -25% to -30%;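 further: plate controls were DMSO wells for no effect and wells without enzyme for full effect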
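Remaining NADH was detected by diaphorase (0.133 mg/mL) converting 37 µM resazurin to fluorescent resorufin, read at 0 and 20 minutes. The preceding 5-minute room-temperature reaction used 2 nM LDHA, 0.2 mM sodium pyruvate and 0.06 mM NADH at pH 7.4.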
D1 agonist: Allosteric Agonists of the Human D1 Dopamine Receptor: qHTS | HEK293 T-REx D1 cells, calcium flux, agonist mode | activation, % at 2 µM | 360,000 compounds, 1% hits | AID 504660, 2011; in the data active means activation above about 30%; further: 0% is about no effect
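Tetracycline-induced HEK293 TREx D1 cells, force-coupled to calcium signalling, were dye-loaded with a no-wash calcium kit. Compound was pin-added after a 10 s baseline. Fluorescence was read kinetically at 1 cycle/s for 180 s, with calcium rises flagged as agonism.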
Numbers without * were called inactive; ? = inconclusive; . = not tested or not shown; & = joins results of further samples. Unless noted, the call rests on the fitted dose curve; in most records, active means well fitted curve in the direction sought with a large enough effect; inconclusive means small, poorly fitted or top-dose-only effect, or another doubt; inactive means no such curve, though single readings can be large; an effect the other way counts as inactive or inconclusive. A portion of the library; count on the stated rates, not on these rows.

smiles	D2 PAM	D1 potentiator	D1 agonist	LDHA block	GRP78 ERSR act	Vif-APOBEC3G blk	Vif-APOBEC3F blk	RXFP1 agonist	D1 antag
O=C(c1ccccc1)N1CCN(C(=O)c2nn3c(C(F)(F)F)cc(-c4ccco4)nc3c2Cl)CC1	12	-5	0	-5	-7%	1%	-1%	1.9%	-10
Cc1ccccc1C(=O)NCC(=O)O	-5	-5	2	-1	0%	3%	-6%	2.7%	-21
COc1ccc(-c2cc(C)no2)cc1S(=O)(=O)N1CCN(c2ccccn2)CC1	-2	7	2	-5	-2%	2%	2%	0.7%	0
Cc1ccc(C)c(S(=O)(=O)Nc2cc(C)on2)c1	-1	4	2	-5	-2%	0%	-1%	-2.6%	-2
CCN(CC(=O)NCc1cccs1)C(=O)c1ccc(-c2cccc(C(F)(F)F)c2)o1	12	-4	3	8	0%	-13%	1%	-0.2%	9
CCc1ccc(N(C(=O)c2csnn2)C(C(=O)NCc2ccccc2)c2ccco2)cc1 (stereo not drawn)	2	8	-1	-10	-1%	-1%	-8%	-0.1%	14
CCN(CC)CCCN(Cc1cc2cc3c(cc2[nH]c1=O)OCO3)C(=S)Nc1ccc(OC)cc1	-3	-4	2	-2	-2%	5%	6%	2.6%	-12
O=C(CSc1n[nH]c(=O)[nH]c1=O)c1cccc([N+](=O)[O-])c1	4	-1	1	-2	-4%	-8%	2%	9.1%	-1
COC(=O)C1=C(C(=O)OC)[C@@H]2N(Cc3ccccc3)c3ccccc3[C@@]23C[C@@H](C(=O)OC)N(C(=O)NC2CCCCC2)C3=N1	.	.	.	2	-2%	-9%	-7%	.	.
CN(Cc1ccc(F)cc1)C(=O)CNC(=O)C1CCCCC1	9	5	0	-3	-3%	6%	0%	-1.5%	1
Cc1ccc(CSC2=NCCN2S(=O)(=O)c2ccc(C)cc2)cc1	.	.	.	1	-3%	0%	0%	.	.
CCOC(=O)C1=C(CNCc2ccc(Cl)cc2)NC(=O)NC1c1ccccc1 (stereo not drawn)	1	-6	4	-1	-4%	3%	1%	-0.6%	-19

Whole records as entered above. Values in the order: D2 PAM, D1 potentiator, D1 agonist, LDHA block, GRP78 ERSR act, Vif-APOBEC3G blk, Vif-APOBEC3F blk, RXFP1 agonist, D1 antag
`COc1ccc(-c2cc(C)no2)cc1S(=O)(=O)N1CCN(c2ccccn2)CC1` is listed as -2, 7, 2, -5, -2%, 2%, 2%, 0.7%, 0
`CN(Cc1ccc(F)cc1)C(=O)CNC(=O)C1CCCCC1` is listed as 9, 5, 0, -3, -3%, 6%, 0%, -1.5%, 1
`CCOC(=O)C1=C(CNCc2ccc(Cl)cc2)NC(=O)NC1c1ccccc1` (stereo not drawn) is listed as 1, -6, 4, -1, -4%, 3%, 1%, -0.6%, -19
`Cc1ccccc1C(=O)NCC(=O)O` is listed as -5, -5, 2, -1, 0%, 3%, -6%, 2.7%, -21

(cont.)
smiles	D2 PAM	D1 potentiator	D1 agonist	LDHA block	GRP78 ERSR act	Vif-APOBEC3G blk	Vif-APOBEC3F blk	RXFP1 agonist	D1 antag
C/C(=N\NC(=O)C1COc2ccccc2O1)c1ccccn1 (stereo not drawn)	-1	19	2	-3	-1%	-22%	2%	3.2%	1
COc1cc(C2=NOC(C(=O)NCc3ccccn3)C2)cc(OC)c1OC (stereo not drawn)	1	-7	3	0	-3%	-7%	0%	-1.6%	12
Nc1ccc(C(=O)OCc2csc(-c3ccccc3)n2)cc1[N+](=O)[O-]	15	7	3	-2	2%	6%	-9%	0.6%	-20
O=C(NCc1ccco1)C12CN(Cc3ccccc3)CC1C(c1ccc([N+](=O)[O-])cc1)=NO2 (stereo not drawn)	-8	-3	3	3	-3%	4%	-7%	3.4%	8
Cc1c(NC(=O)CSc2nnnn2Cc2ccccc2)c(=O)n(-c2ccccc2)n1C	-9	-5	2	-4	-3%	3%	-10%	1.5%	8
O=C(Cn1cnc2c(nc3n2CCCCC3)c1=O)Nc1ccc(F)cc1	-1	8	2	-2	-2%	1%	1%	22%	15
COc1ccc(/C=N/NC(=O)C(C)n2cnc3ccccc3c2=O)cc1OC (stereo not drawn)	-2	0	0	-2	-3%	-3%	7%	9.2%	5
O=C(NCCc1ccccc1)c1c[nH]c2ccc(F)cc2c1=O	.	.	.	-8	0%	-5%	12%	.	.
C/C(Cc1ccccc1)=N\NC(=O)CNC(=O)c1cccc(Cl)c1	0	2	1	-2	2%	3%	-15%	-1.7%	1
Cc1nc2cc(NS(=O)(=O)c3cccc(F)c3)ccc2s1	1	2	3	-3	-2%	-6%	1%	1.4%	11
CC1CCCC(NC(=O)COC(=O)c2cc(=O)[nH]c3ccccc23)C1C (stereo not drawn)	.	.	.	-9	-6%	-1%	-2%	.	.
CC(=O)c1c(C)[nH]c(C(=O)Nc2cc(F)ccc2C)c1C	-15	-4	1	-6	0%	-2%	1%	?	15
Cc1cccc(OCC(=O)NCCNC(=O)c2ccncc2)c1	1	.	7	-1	-3%	-4%	-4%	0.9%	-22
O=C(CN1C(=O)C(c2ccc(F)cc2)=NC12CCCC2)Nc1ccc(F)cc1	-10	-6	8	-3	-3%	0%	-10%	0.7%	-27
O=C(CSc1nnc2n1CCCCC2)NCc1ccccc1	.	.	.	-3	-5%	3%	2%	.	.
Cc1cccc2c(=O)cc(CSc3ccccc3NC(=O)c3cccc(Br)c3)[nH]c12	-2	2	5	3	-6%	1%	3%	2.6%	22
OCCN(CCO)c1ccc(C(c2ccc(Cl)cc2)c2ccc(N(CCO)CCO)cc2Cl)c(Cl)c1	0	12	3	3	-3%	-8%	-17%	-1.6%	5
COc1ccc(CC(=O)Nc2ccc3c(c2)CCC3)cc1S(=O)(=O)N1CCOCC1	-11	-2	4	-6	-4%	1%	6%	1.2%	-11
O=c1oc2ccc3ccccc3c2cc1-c1nnc(-c2cccs2)o1	-6	-7	4	0	-2%	-1%	5%	0.0%	3
Cc1ccccc1C(=O)N1CCN(c2ccc(NC(=O)c3cccnc3)cc2)CC1	.	-11	1	-13	-2%	1%	-3%	14%	-19
CCC(C)(C)C1CCC(=NNc2nc3ccccc3[nH]2)CC1 (stereo not drawn)	-5	-4	2	-19	-1%	0%	1%	0.0%	5
CC(C)COC(=O)Nc1ccc(C(=O)O)cc1	-2	3	1	0	-1%	5%	-7%	0.4%	0
O=C(O)CCn1nnc(-c2ccccc2)n1	-3	0	4	-9	0%	-1%	-7%	0.1%	7
Cc1cccc(NC(=O)c2c(C)cc(C)nc2SCC(=O)Nc2c(C)cc(C)cc2C)c1	-6	4	2	-12	-2%	0%	-22%	-0.4%	5

Structures above that have a furan ring, fused or not, in the order listed:
smiles	D2 PAM	D1 potentiator	D1 agonist	LDHA block	GRP78 ERSR act	Vif-APOBEC3G blk	Vif-APOBEC3F blk	RXFP1 agonist	D1 antag
O=C(c1ccccc1)N1CCN(C(=O)c2nn3c(C(F)(F)F)cc(-c4ccco4)nc3c2Cl)CC1	12	-5	0	-5	-7%	1%	-1%	1.9%	-10
CCN(CC(=O)NCc1cccs1)C(=O)c1ccc(-c2cccc(C(F)(F)F)c2)o1	12	-4	3	8	0%	-13%	1%	-0.2%	9
CCc1ccc(N(C(=O)c2csnn2)C(C(=O)NCc2ccccc2)c2ccco2)cc1 (stereo not drawn)	2	8	-1	-10	-1%	-1%	-8%	-0.1%	14
O=C(NCc1ccco1)C12CN(Cc3ccccc3)CC1C(c1ccc([N+](=O)[O-])cc1)=NO2 (stereo not drawn)	-8	-3	3	3	-3%	4%	-7%	3.4%	8

Additional structures:
smiles	D2 PAM	D1 potentiator	D1 agonist	LDHA block	GRP78 ERSR act	Vif-APOBEC3G blk	Vif-APOBEC3F blk	RXFP1 agonist	D1 antag
CC1CCCN(C(=S)SCC(=O)c2cc(Br)cc(Br)c2O)C1 (stereo not drawn)	1	0	10	14	4%	7%	?	0.1%	-3
O=C(CN1C(=O)C2CC=CCC2C1=O)Nc1nc2ccccc2s1 (stereo not drawn)	0	-2	6	-2	6%	6%	0%	-1.9%	-13
COc1ccc(NCc2cccnc2)cc1	-2	-8	1	3	0%	-9%	-3%	-2.5%	-1
O=C(O)[C@H]1CCCN1C(=O)c1ccccc1N1C(=O)[C@@H]2Cc3c([nH]c4ccccc34)C(c3cccc(Cl)c3)N2C1=O (stereo partly drawn)	-5	-3	1	-1	-4%	-1%	2%	1.7%	-15
Cc1cc(C)c(C)c(S(=O)(=O)NCC(=O)Nc2ccc(F)cc2)c1C	.	-1	10	2	-5%	2%	-4%	1.2%	-23
Cc1ccc(NC(=O)CCC(=O)c2ccc(Cl)s2)nc1	-2	-9	1	3	-4%	2%	4%	2.6%	6
COc1cccc(C(=O)NCCN2CCN(c3ccc(Cl)cc3)CC2)c1	.	-4	1	-3	0%&-2%	1%	-5%	0.8%	4
CC(=O)c1cc(-c2ccccc2)n(CCC(=O)NC2CCCCC2)c1C	-5&-6	1&-3	-1&-1	-10&0	-1%&-4%	1%&0%	0%&2%	-2.1%&-0.1%	4&8
CC(=O)Nc1ccc(NC(=O)C2CCCN(S(=O)(=O)c3ccc4c(c3)CCCC(=O)N4)C2)cc1 (stereo not drawn)	3	4	1	-9	-2%	0%	-7%	-3.3%	1
CC(C)(C)C1CCC(CN2CCC(CN3C(=O)C(=O)NC[C@@H]3Cc3ccccc3)CC2)CC1 (stereo partly drawn)	.	.	.	-7	-3%	8%	3%	.	.

Bioassay records: PubChem, National Center for Advancing Translational Sciences (NCATS)
